TCR CD3 inh: inhibitors of human TCR-CD3 interaction, primary screen, biochemical, fluorescence, TAMRA-labeled TCR probe; T-cell receptor (TCR); inhibition, % at 9.4 µM; 360,000 compounds, 0.37% hits; AID 651800, 2012; in the data active = inhibition above about 19%;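 also: recombinant mutant TCR 2C K166C tagged with TAMRA read by polarization; 0% = receptor in buffer alone and 100% = receptor with positive control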
ABHD4 inh: ABHD4 inhibitors, primary screen, biochemical, fluorescence polarization, mouse; AID 720543, 2013; purified mABHD4, FP-Rh probe fluorescence polarization; inhibition, % at 8.92 µM; (Lyso)-N-acylphosphatidylethanolamine lipase (Mus musculus), Q8VD66; 370,000 compounds, 0.54% hits;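 active = inhibition exceeding the mean over every tested compound plus 3 SD, cut at about 30% in these data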;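 also: 0% = plate median of compound wells and 100% = S159A mutant with DMSO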
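Assay system: mABHD4 protein; medium: HEPES pH 7.0, NaCl, Pluronic buffer; dosing: 8.92 µM, single dose; schedule: 45 min + 60 min at 25 °C; signal: FP readout, ex 525 nm / em 598 nm; read-out: normalized percent inhibition of probe labeling; repeats: single replicate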
rCAG binder: binders of r(CAG) RNA repeats, primary screen, biochemical, fluorescence; 370,000 compounds, 1.3% hits; r(CAG) RNA repeat, TO-PRO-1 dye displacement fluorescence; inhibition, % at 3 µM;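 active = inhibition above the plate cutoff, the mean of all test compounds on that plate plus 3 SD, cut at about 35% in these data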;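 also: 0% = DMSO alone and 100% = 100 µM mitoxantrone as full dye displacement; higher means more dye released from RNA so lower well fluorescence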
Rev-erbA mod: modulators of Rev-erb alpha DNA binding, primary screen, biochemical, FITC-DNA, fluorescence polarization, uHTS. Nuclear receptor subfamily 1 group D member 1 (Homo sapiens), P20393. Rev-erbα–FITC-DNA binding, 90 min. activity, % at 10 µM. 370,000 compounds, 0.79% hits;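 active = activity above about 14%, limit read from the data; passing the limit was not always enough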;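 also: 0% = DMSO wells with 35 nM protein and 100% = DMSO wells with 750 nM protein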
HTRA1 inh: HTRA1 serine protease inhibitors, primary screen, biochemical, fluorescence polarization, HTS; Q92743; recombinant HTRA1, FP-rhodamine activity-based probe; inhibition, % at 5.96 µM; 340,000 compounds, 0.5% hits; in the data active = inhibition above about 36%;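 also: 0% = enzyme with DMSO and 100% = wells lacking enzyme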
Target sequence (Q92743 whole entry, looked up): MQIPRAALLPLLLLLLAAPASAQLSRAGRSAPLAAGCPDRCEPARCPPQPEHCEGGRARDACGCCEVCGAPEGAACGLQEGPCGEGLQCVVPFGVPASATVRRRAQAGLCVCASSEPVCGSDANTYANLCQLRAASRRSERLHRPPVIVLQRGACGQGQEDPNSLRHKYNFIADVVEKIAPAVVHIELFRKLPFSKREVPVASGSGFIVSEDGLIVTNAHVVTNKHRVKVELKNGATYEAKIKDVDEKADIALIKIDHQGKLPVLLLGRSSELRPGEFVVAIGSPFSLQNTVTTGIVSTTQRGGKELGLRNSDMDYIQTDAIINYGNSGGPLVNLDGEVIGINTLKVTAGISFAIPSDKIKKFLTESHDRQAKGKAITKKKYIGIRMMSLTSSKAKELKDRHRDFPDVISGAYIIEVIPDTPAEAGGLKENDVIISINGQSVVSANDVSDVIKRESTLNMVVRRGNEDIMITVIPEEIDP
TDP2 inh: human TDP2 enzyme inhibitors, primary screen, biochemical, epi absorbance, recombinant enzyme | 370,000 compounds, 0.34% hits | T5PNP hydrolysis, p-nitrophenol absorbance 415 nm | Tyrosyl-DNA phosphodiesterase 2 (Homo sapiens), O95551 | AID 720702, 2013 | inhibition, % at 12.8 µM;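 active = inhibition above the mean of all tested compounds plus 3 SD, set per campaign, cut at about 25% in these data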;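 also: 0% = DMSO with enzyme and 100% = buffer with substrate but no TDP2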
Target sequence (O95551 whole entry, looked up): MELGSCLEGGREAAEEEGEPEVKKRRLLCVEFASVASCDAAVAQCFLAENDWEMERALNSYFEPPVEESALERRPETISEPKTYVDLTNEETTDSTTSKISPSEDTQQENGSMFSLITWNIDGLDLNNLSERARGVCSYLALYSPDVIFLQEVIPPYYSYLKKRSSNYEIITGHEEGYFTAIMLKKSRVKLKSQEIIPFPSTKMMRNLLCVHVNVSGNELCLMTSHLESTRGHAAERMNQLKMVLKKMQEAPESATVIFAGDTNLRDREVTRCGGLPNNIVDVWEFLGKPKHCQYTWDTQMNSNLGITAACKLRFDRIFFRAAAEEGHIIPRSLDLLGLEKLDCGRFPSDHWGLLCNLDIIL
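Read-out basis: percent inhibition. System: recombinant human TDP2. Buffer or medium: Mg2+-containing Tris-HCl buffer, pH 7.5. Repeats: single replicate. Timing: reaction 2 h, 37 °C. Benchmarks: high control without enzyme, low control DMSO plus TDP2. Probe or stimulus: 5 mM T5PNP. Doses: 12.8 µM only. Measured by: epi absorbance of p-nitrophenol freed from T5PNP by hydrolysis.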
PG9 Ab binder: binders of HIV-1 gp120 antibody PG9, primary screen, biochemical, TR-FRET. 360,000 compounds, 0.43% hits. inhibition, % at 6.7 µM. TR-FRET gp120-PG9 antibody binding. HIV-1 gp120 / PG9 antibody interaction; in the data active = inhibition above about 8.5%
LEDGF integ inh: blockers of LEDGF/p75-dependent integrase strand transfer – biochemical, TR-FRET, high throughput, primary screen; HIV-1 integrase (with human LEDGF/p75); TR-FRET IN-LEDGF/p75 DNA integration, Eu/Cy5; inhibition, % at 3.7 µM; 370,000 compounds, 0.64% hits; AID 743269, 2014;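 active = inhibition above the screen-wide mean plus 3 SD, cut at about 13% in these data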;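 also: signal is the Cy5 over europium emission ratio at 671 and 618 nm; 0% = plate median of compound wells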
PRMT1 inh: PRMT1 methyltransferase inhibitors, primary screen, biochemical, fluorescence polarization; 370,000 compounds, 1.3% hits; Protein arginine N-methyltransferase 1 (Homo sapiens), Q99873; recombinant PRMT1, activity-based probe fluorescence polarization; inhibition, % at 2.79 µM;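 active = inhibition above about 21% made by adding two undisclosed values, limit read from the data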
SIAE primary: human SIAE inhibitors, primary screen, biochemical, fluorescence polarization, FP-Rh probe, 1536-well HTS. Sialate O-acetylesterase (Homo sapiens), Q9HAT2. SIAE FP-Rh probe binding. inhibition, % at 9.66 µM. 370,000 compounds, 0.69% hits;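 active = inhibition above a cutoff: mean of compounds within the control limits plus 3 SD of those, cut at about 17% in these data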;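 also: 0% = plate median of compound wells and 100% = probe without SIAE protein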
The depositor's hits bear a star; · = not tested or not shown.

SMILES	TCR CD3 inh	ABHD4 inh	rCAG binder	Rev-erbA mod	HTRA1 inh	TDP2 inh	PG9 Ab binder	LEDGF integ inh	PRMT1 inh	SIAE primary
Cc1ccc(-c2n[nH]c(=S)n2/N=C/c2cccn2C)cc1	5	4	7	4	1	18	-2.4	-3	4	-4
Cc1cc(NCCN2CCOCC2)n2c(nc3ccccc32)c1C#N	-3	-6	-1	2	-1	4	2.6	2	2	3
c1cc2c3c(cccc3c1)NC1(CCCCCC1)N2	4	17	14	-5	39*	15	-5.7	7	2	19*
O=C(NCc1ccccc1)C(=O)Nc1nccs1	-1	-7	1	-1	2	-24	-0.1	1	3	-10
CSc1ccc(S(=O)(=O)NCC(=O)OCC(=O)N(C)Cc2ccccc2)cc1[N+](=O)[O-]	11	0	7	-3	-4	9	-0.3	3	-3	-1
COC(=O)CNc1nc(-c2ccccc2F)nc2ccccc12	1	2	0	1	-9	2	0.4	5	2	-4
COc1cccc(/C=C/C(=O)OCC(=O)NC2CC2)c1	4	1	0	1	5	-1	-0.5	2	1	-4
CCOC(=O)N1CCN(S(=O)(=O)c2ccc(OCC)c3ccccc23)CC1	4	-5	-7	-1	-21	-4	-2.5	0	1	-4
NC(=O)c1ccc(NC(=O)COc2ccc([N+](=O)[O-])cc2Cl)cc1	1	1	2	-6	-4	-8	-2.7	2	-1	-7
Nc1nc2ccccc2n1C(=O)c1ccco1	-2	12	-1	5	3	-3	0.3	-2	1	3
O=[N+]([O-])c1ccc(Sc2nc3ccccc3o2)c([N+](=O)[O-])c1	1	3	1	-9	3	-1	-0.1	-4	5	1
N#CC1=C2SCN(c3ccccc3)CN2C(=O)CC1c1c(Cl)cccc1Cl (configuration not stated)	5	7	12	-9	-7	3	0.5	-2	52*	-1
COc1ccccc1N/N=C(\C#N)C(=N)N1CCOCC1	0	-1	-2	3	4	-11	-4.5	7	-3	-4
CC(C)c1ccc(NC(=O)Nc2nnc([C@@H]3C[C@H](O)[C@@H](CO)O3)s2)cc1	0	-8	12	-6	·	2	1.0	-3	4	2
COc1ccc(NC(=O)/C(C#N)=C/c2cccnc2)c(OC)c1	6	-1	4	-1	-4	-3	-1.9	1	-1	5
Cc1cccc(S(=O)(=O)NC(=O)C2(C)CCN2C(=O)C2(c3ccc(Cl)cc3)CCC2)c1 (configuration not stated)	-3	5	42*	-7	·	-5	1.1	1	0	-1
CC(C)(C)C(=O)Nc1sc2c(c1C(=O)Nc1ccccn1)CCCC2	5	-2	0	4	4	5	-1.4	-2	-1	-3
COc1ccccc1N1CCN(S(C)(=O)=O)CC1	-13	-9	-4	-3	0	-6	-0.1	-4	1	-6
CC(=O)N1CCN(C(=O)c2cccc(S(=O)(=O)N3CCOCC3)c2)CC1	0	2	-4	-1	7	-4	-0.8	-7	3	8
CCc1ccn2cc(-c3ccc4c(c3)OCO4)nc2c1	3	-3	-3	-8	·	9	-2.8	0	0	14
CC(=O)c1ccc(S(=O)(=O)N2CCN(C(=O)c3ccccc3Cc3ccccc3)CC2)cc1	9	1	-3	6	-3	3	2.0	-2	1	0
Cc1ccc(NC(=O)CN(C)C(=O)CSc2nnnn2C)cc1	1	0	3	0	3	-1	-3.5	0	1	2
Cc1ccc(NC(=O)c2cc(=O)c3ccccc3o2)cc1S(=O)(=O)N1CCCCC1	-7	-6	1	3	-5	6	-0.2	-8	4	5
COc1cc2c(cc1OC)/C(=C/C(=O)c1ccc(NC(C)=O)cc1)NCC2	-3	-3	-3	1	-9	2	-1.5	0	-1	-11
NS(=O)(=O)c1cccc(NC(=O)CSc2ccccn2)c1	10	0	3	-1	-2	7	0.1	1	-2	-5

Ordered by number of heavy atoms (largest number first): some entries from above.
SMILES	TCR CD3 inh	ABHD4 inh	rCAG binder	Rev-erbA mod	HTRA1 inh	TDP2 inh	PG9 Ab binder	LEDGF integ inh	PRMT1 inh	SIAE primary
Cc1cc(NCCN2CCOCC2)n2c(nc3ccccc32)c1C#N	-3	-6	-1	2	-1	4	2.6	2	2	3
Cc1ccc(NC(=O)CN(C)C(=O)CSc2nnnn2C)cc1	1	0	3	0	3	-1	-3.5	0	1	2
Nc1nc2ccccc2n1C(=O)c1ccco1	-2	12	-1	5	3	-3	0.3	-2	1	3

(cont.)
SMILES	TCR CD3 inh	ABHD4 inh	rCAG binder	Rev-erbA mod	HTRA1 inh	TDP2 inh	PG9 Ab binder	LEDGF integ inh	PRMT1 inh	SIAE primary
COCCOC(=O)c1[nH]c2c(c1C)C(=O)CC(c1cccs1)C2 (configuration not stated)	-5	-4	-2	-1	0	1	0.8	-1	2	11
COC(=O)C1Cc2ccccc2CN1C(=O)CCl (configuration not stated)	-3	6	-1	3	1	6	-1.6	-3	10	7
CN(C)CC(=O)c1ccc(-c2ccccc2)cc1	4	-8	9	0	-17	-3	-0.8	0	0	-6
Cc1cc(C)nc(NS(=O)(=O)c2ccc(-n3cccc3)cc2)n1	6	4	11	2	6	0	1.9	6	6	3
CCSc1nnc(NC(=O)CSC2=NCCS2)s1	-7	-4	-2	-4	9	3	-0.4	1	5	2
O=C(Nc1cccnc1)c1ccc(COc2ccccc2Cl)o1	-3	-7	0	-4	-14	-8	0.6	-5	6	-9
CCCN1CCN(c2nc3c([nH]2)c(=N)ncn3CC(O)CO)CC1 (configuration not stated)	5	8	-2	6	-3	8	-2.7	-2	-1	10
CCCCSc1nc(O)c(C2OC(=O)c3c2ccc(OC)c3OC)c(=O)n1-c1ccccc1 (configuration not stated)	0	3	9	2	-3	4	-0.5	-1	-3	-3
C=C(C)CSc1nc2c(cc1C#N)CCC2	6	-10	-1	6	-3	-4	-1.4	-1	0	-2
COC(C[C@H](O)C[C@@H](O)[C@@H](C)OCc1ccccc1)OC	0	5	1	-1	1	-6	-0.6	-1	0	1
CCN(CC)S(=O)(=O)c1cc([N+](=O)[O-])ccc1NNC(=O)Nc1ccc(Cl)c(Cl)c1	0	-12	25	4	-67	-5	-0.7	0	0	-121
CCN(C(=O)CN1C(=O)c2ccc([N+](=O)[O-])cc2C1=O)C1CCS(=O)(=O)C1 (configuration not stated)	0	1	1	-5	3	19	1.4	-2	-1	0
CS(=O)(=O)c1ccc(C(=O)Nc2ccccc2N2CCOCC2)c(Cl)c1	3	-5	1	4	5	1	0.5	-3	-2	11
O=C(CSc1ccc(-c2ccccn2)nn1)Nc1ccccc1	-2	2	-5	9	5	-4	1.0	0	-3	1
Cc1cc(Cl)c(S(=O)(=O)NCCC(=O)O)cc1OCC(N)=O	-1	-4	-1	2	1	6	2.5	0	0	2
CC1CCCN(C(=O)COc2ccc3c(c2)OCO3)C1 (configuration not stated)	3	10	-2	-1	-1	-13	-2.7	1	-2	3
Cn1nnnc1SCC(=O)Nc1nc2c(F)c(F)c(F)cc2s1	5	11	5	0	-1	0	2.7	-2	-2	-5
CC1CC(NC2=NCCS2)CC(C)(C)C1 (configuration not stated)	-3	-2	0	-2	16	2	-0.8	2	5	-2
CC12CCC(=O)N1C(C(=O)NCCc1ccc(F)cc1)CS2 (configuration not stated)	1	-4	-3	2	3	-10	-0.1	-1	4	-10
Cc1ccc(S(=O)(=O)Oc2ccccc2)cc1	-1	1	0	6	-2	-8	0.2	0	-2	-7
CC(C(=O)Nc1ccc([N+](=O)[O-])cc1)N1CCN(C/C=C/c2ccccc2)CC1 (configuration not stated)	8	5	-5	3	2	-2	-0.7	-2	0	3
O=C(NCCO)c1c(-c2ccc3c(c2)OCO3)noc1-c1ccsc1	8	0	2	-6	0	-4	-0.7	-1	3	4
COc1ccc(-c2cc(C(=O)NCC3CCCO3)on2)cc1OC (configuration not stated)	-6	-4	0	0	8	-26	-1.3	-3	-4	-13
CCCCn1c(N)c(N(CC(C)C)C(=O)c2ccc(-c3ccc(Cl)cc3)o2)c(=O)[nH]c1=O	-7	-9	15	2	-1	-8	1.3	-1	12	-2
N#Cc1c(C#N)c(SSc2c(C#N)c(C#N)c(N)n2-c2ccccc2)n(-c2ccccc2)c1N	-3	-1	3	5	-1	-8	-1.6	3	-1	2
(next part)
SMILES	TCR CD3 inh	ABHD4 inh	rCAG binder	Rev-erbA mod	HTRA1 inh	TDP2 inh	PG9 Ab binder	LEDGF integ inh	PRMT1 inh	SIAE primary
CCc1cc(=O)oc2cc(C)cc(OCC(=O)NCc3ccncc3)c12	0	-2	-1	-2	3	-4	-0.5	0	-1	0
Cc1cc2c(=O)n(C)c(SCC(=O)Nc3ccccc3)nc2s1	6	3	0	3	1	-12	-1.3	1	-5	-5
Cc1nnsc1-c1onc(C)c1C(=O)Nc1cc(Cl)cc(Cl)c1	-5	-7	2	25*	-50	-9	-1.1	5	-4	-7
Cc1nc2c(-c3ccc(F)cc3)c(C)nn2c(C)c1CCC(=O)N1CCOCC1	1	5	-2	0	0	3	-0.4	-4	3	2
CC1=C(C)C(C)=C(C#N)C(=C(C#N)C#N)N1	-11	5	3	-6	·	2	3.7	-1	-3	5
CC[C@@]1(C(=O)OC)N[C@H](CN(C)C(=O)C2CCCCC2)[C@@H]2C(=O)N(Cc3ccccc3)C(=O)[C@@H]21	-1	4	-3	-1	2	13	1.6	-4	3	6
O=C(NCc1ccccc1)c1ccccc1	-5	-11	3	-1	0	-18	1.2	6	-2	2
Cn1c(=O)[nH]c(=O)c2c1nc(N1CCN(CCO)CC1)n2Cc1ccccc1	0	-6	-5	-1	3	1	-1.5	-5	1	2
COc1ccc(C(=O)N[C@H](C(=O)OCc2cc(=O)oc3cc(C)ccc23)C(C)C)cc1	13	8	-4	-1	-11	-9	-0.2	-2	-3	0
COc1ccc(CN2CC(C(=O)NCCCN3CCN(C)CC3)CC2=O)cc1 (configuration not stated)	-1	4	0	-2	-1	-4	-0.5	-4	-1	-2
CC(NC(=O)Nc1ccc(F)cc1)C(c1cccs1)N1CCCC1 (configuration not stated)	-4	-4	-1	-1	1	-14	-0.6	1	-3	3
CC(C)c1ccc([N+](=O)[O-])cc1S(=O)(=O)N1CCN(C)CC1	2	7	-3	5	2	4	-1.0	-5	1	5
COc1ccc(S(=O)(=O)N2CCOCC2)cc1NC(=O)c1ccc(=O)[nH]c1	7	3	5	-2	-3	12	0.3	0	-2	7
O=C(CNCC1CCCO1)Nc1ccccc1N1CCCCCC1 (configuration not stated)	4	11	-8	3	-1	-2	-0.9	2	0	6
CC(C)(C)OC(=O)N[C@@H](Cc1ccccc1)C(=O)N1CCC(C(=O)N[C@@H](CCC(N)=O)C(=O)O)CC1	0	-2	-2	3	-4	9	0.1	6	-6	-1

Not all compounds are listed (hit frequency here may not be typical).
